Compound activity from PubChem BioAssay.
S100A4 MyoIIA = inhibitors of human S100A4 binding to myosin IIA peptide. 360,000 compounds, 0.14% hits. AID 652163. inhibition, % at 10.7 µM. P26447. S100A4/TAMRA-MyoIIA peptide fluorescence polarization;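 active = mean inhibition of at least 70% across replicates, with every replicate also reaching that level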
Target sequence (P26447 whole entry, looked up): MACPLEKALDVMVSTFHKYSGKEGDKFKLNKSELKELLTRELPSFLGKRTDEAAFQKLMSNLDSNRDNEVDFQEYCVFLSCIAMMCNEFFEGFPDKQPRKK
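Compound dosing: one dose per compound; test system: human S100A4 monomer with TAMRA-labelled myosin IIA peptide; probe or stimulus: TAMRA-labelled myosin IIA heavy-chain peptide probe, 5 nM; medium: HEPES buffer with Ca2+, pH 7.2; schedule: 5 min incubation before reading; benchmarks: neutral control DMSO, positive control TFP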
EWS-Fli block = blocks EWS/Fli oncoprotein-driven transcription | 350,000 compounds, 0.67% hits | A673 NR0B1-luciferase reporter, viability-normalised | inhibition, % at 12.6 µM;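 active = mean inhibition of at least 50% after viability correction, with every replicate also passing that limit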;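 note: firefly luciferase signal divided by Alamar Blue viability fluorescence both relative to DMSO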
PGC1a acetyl inh = PGC1a acetylation modulation, inhibitor mode | inhibition, % at 15.6 µM | AID 651687 | U2OS PGC1a acetylation, AlphaScreen anti-acetyl-lysine; with virally co-expressed GCN5 acetyltransferase | 350,000 compounds, 0.17% hits;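 active = every replicate shows inhibition of at least 40%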;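 note: 0% = neutral control wells and 100% = positive control wells; some results beyond the cut were filed as inactive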
LGR2 antag = blocks bursicon-induced cAMP signaling via Drosophila LGR2; HEK293 LGR2, CRE-luciferase, bursicon-stimulated, 4 h; inhibition, % at 9.99 µM; 380,000 compounds, 0.35% hits; AID 720647;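 active = drop in luminescence signal, shown as inhibition above about 50% in the replicate tests, limit read from the data, passing the limit was not always enough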;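 note: agonist challenge used bursicon conditioned medium at about half maximal strength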
FN deposit inh = fibronectin deposition inhibition. AH1F fibroblasts, Alexa488-fibronectin deposition fluorescence, overnight. inhibition, % at 12.6 µM. 350,000 compounds, 0.086% hits. AID 743247;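 active = mean inhibition across replicates of 30% or more, regardless of how many single replicates reach that level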;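 note: positive control wells lacked labelled fibronectin entirely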
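Material: AH1F fibroblasts assembling fluorescent fibronectin matrix; amount: 10000 AH1F cells/well; medium: DMEM, 2% serum; reagent: Alexa488-fibronectin, 24 nM final in well; dosing: single compound dose, delivered by pin transfer; incubation: 1 h adhesion, overnight exposure; detection: fluorescence after three HBSS washes, excitation 485 nm, emission 525 nm; measure: fibronectin deposition inhibition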
PAX8 reporter = lowers PAX8-driven luciferase in RMG-I cells. AID 652154. RMG-I TPO-luciferase reporter, SteadyGlo, 24 h. inhibition, % at 12.6 µM. 360,000 compounds, 1.2% hits;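 active = mean replicate inhibition at least 60% with every replicate also reaching 60%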;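 note: luciferase light reporting Pax8 driven TPO promoter activity; plate controls were median of neutral control wells for no effect and mitoxantrone controls for full effect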
ERAP1 inh = ERAP1 (human) enzyme inhibition | Q9NZ08 | recombinant ERAP1, Leu-AMC fluorescence, 60 min | inhibition, % at 10.7 µM | 340,000 compounds, 0.15% hits | AID 652197;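 active = mean replicate inhibition of at least 30%, or all replicates individually reaching that 30% level; inactive = mean below 30% and not every replicate reaching it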;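 note: 0% = neutral control wells and 100% = L-leucinethiol positive control wells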
Target sequence (Q9NZ08 whole entry, looked up): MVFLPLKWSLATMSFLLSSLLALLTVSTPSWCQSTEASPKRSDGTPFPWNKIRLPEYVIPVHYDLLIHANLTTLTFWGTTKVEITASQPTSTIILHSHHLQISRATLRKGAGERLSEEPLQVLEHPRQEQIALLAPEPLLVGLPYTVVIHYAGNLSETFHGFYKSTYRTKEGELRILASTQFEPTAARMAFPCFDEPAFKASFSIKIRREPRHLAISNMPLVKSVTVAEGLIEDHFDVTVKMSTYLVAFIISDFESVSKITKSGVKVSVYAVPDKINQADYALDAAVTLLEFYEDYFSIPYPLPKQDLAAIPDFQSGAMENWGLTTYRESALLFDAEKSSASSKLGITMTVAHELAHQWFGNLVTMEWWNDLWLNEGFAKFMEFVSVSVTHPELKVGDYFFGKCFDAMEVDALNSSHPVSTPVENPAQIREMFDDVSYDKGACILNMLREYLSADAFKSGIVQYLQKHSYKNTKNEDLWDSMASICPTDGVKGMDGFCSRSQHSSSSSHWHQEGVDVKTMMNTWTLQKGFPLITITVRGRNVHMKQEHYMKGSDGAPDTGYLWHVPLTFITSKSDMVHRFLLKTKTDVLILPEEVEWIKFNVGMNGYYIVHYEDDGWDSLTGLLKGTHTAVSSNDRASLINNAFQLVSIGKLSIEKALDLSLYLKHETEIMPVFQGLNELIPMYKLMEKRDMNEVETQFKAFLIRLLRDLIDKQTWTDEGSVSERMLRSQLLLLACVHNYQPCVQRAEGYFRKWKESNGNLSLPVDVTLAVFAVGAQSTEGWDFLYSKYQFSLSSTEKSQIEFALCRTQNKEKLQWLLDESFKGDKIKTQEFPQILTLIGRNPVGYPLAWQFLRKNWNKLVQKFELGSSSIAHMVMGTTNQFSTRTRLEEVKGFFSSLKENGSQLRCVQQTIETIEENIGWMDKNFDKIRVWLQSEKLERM
PglD inh = PglD (C. jejuni) enzyme inhibition. purified PglD enzyme, DTNB colorimetric CoA detection. inhibition, % at 12.5 µM. 360,000 compounds, 0.098% hits. AID 602405; in the data active = inhibition above about 16%, passing the limit was not always enough; note: strong numbers were not always called active
The depositor's hits bear a star; nt = no result given; & = joins results of further samples.

cpd | Compound | EWS-Fli block | S100A4 MyoIIA | PglD inh | FN deposit inh
1 | CCC1C(=O)n2nc(-c3ccccc3)cc2N=C1C (stereo not given) | -48 | 0 | nt | nt
2 | CCSC1=C(C#N)C(c2ccc(F)cc2)CC(=O)N1 (stereo not given) | -3 | -2 | 4 | -4
3 | Cc1ccc(S(=O)(=O)N(C)C[C@@H]2OCCCC[C@H](C)Oc3ccc(NS(=O)(=O)c4ccc(F)cc4)cc3C(=O)N([C@H](C)CO)C[C@@H]2C)cc1 | -2 | 9 | 2 | -7
4 | Cc1cc(OCC(=O)OC(C)C(=O)NC2CC2)c(C(C)C)cc1Cl (stereo not given) | 0 | 3 | -1 | 5
5 | C=CCn1c(CCC(O)COCCC)n[nH]c1=S (stereo not given) | 6 | -5 | 0 | nt
6 | COc1ccc(-n2nc(C(=O)NCc3ccco3)c3ccccc3c2=O)cc1 | nt | 3 | -11 | nt
7 | COc1ccc(NC(=O)CNC(=O)c2nn(-c3ccc(OC)c(OC)c3)c(=O)c3ccccc23)c(OC)c1 | 10 | -3 | 2 | -8
8 | CN1CCC2(CC1)C1CN(C)CC=C1C(C#N)=C(N)C2(C#N)C#N (stereo not given) | nt | nt | 7&-5 | 5
9 | COCCNC(=O)C1CCCN(C(=O)c2ccc3c(c2)C(C)(C)CCC3(C)C)CC1 (stereo not given) | -6 | 3 | -1 | nt
10 | O=C(NCCCN1CCC(Cc2ccccc2)CC1)c1ccc2nc(N3CCOCC3)sc2c1 | 17 | -3 | nt | 1
11 | COc1ccc(CNC(=O)CNC(=O)c2c(C)nn(C)c2Cl)cc1 | -2 | 1 | nt | 5
12 | CCCCN(CCCC)c1ncnc2nc[nH]c12 | 6 | -1 | nt | -2

cpd | ERAP1 inh | PGC1a acetyl inh | PAX8 reporter | LGR2 antag
1 | -3 | nt | nt | -27
2 | 1 | 5 | -5 | 3
3 | 0 | -2 | 70* | 41
4 | 2 | 5 | 1 | -20
5 | 2 | -4 | -10 | 13
6 | -2 | -8 | nt | -15
7 | 6 | 5 | 19 | 6
8 | nt | -9 | 17 | 6
9 | -1 | -6 | 10 | 10
10 | -3 | -5 | 8 | -1
11 | 6 | 24 | -11 | 13
12 | -2 | 25 | -18 | -12

Further structures:
cpd | Compound | EWS-Fli block | S100A4 MyoIIA | PglD inh | FN deposit inh
13 | Cc1cccc(C(=O)NCC(=O)OCC(=O)c2cc(C)n(CC3CCCO3)c2C)c1 (stereo not given) | -3 | -2 | nt | -3
14 | CC(=O)C1=C(c2ccccc2)NC(=O)NC1c1ccc2c(c1)OCO2 (stereo not given) | 6 | 2 | 1 | -2
15 | CCc1ccc(C(=O)CN2C(=O)NC(C)(c3ccc(C)cc3)C2=O)cc1 (stereo not given) | 2 | -4 | 2 | -1
16 | COc1ccc(Nc2nnc(Cc3ccncc3)c3ccccc23)c(OC)c1 | -10 | -5 | -2 | -9
17 | COc1cccc(C(C)NC(=O)Nc2cc(Cl)ccc2OC)c1 (stereo not given) | -21 | -6 | 0 | 1
18 | COc1ccc(NC(=O)N(C)C[C@@H]2OCCCC[C@H](C)Oc3ccc(NS(=O)(=O)c4cccs4)cc3C(=O)N([C@H](C)CO)C[C@H]2C)cc1 | -3 | -1 | 5 | nt
19 | O=C(Nc1cccc(F)c1)N1CCCCN2[C@H](C1)[C@H](c1ccc(-c3ccccc3F)cc1)[C@@H]2CO | 14 | 1 | -1 | nt
20 | Cc1ccc(NC2=C(C(=O)c3ccccc3)N(C)S(=O)(=O)c3ccccc32)cc1 | nt | nt | -2 | -2
21 | Cc1cccc(CCNC(=O)C2CCC(=O)N(Cc3ccccc3F)C2)n1 (stereo not given) | -8 | -2 | -4 | 4
22 | CC(=O)c1cc2c(cc1NC(=O)c1ccc(C)cc1)OCCO2 | -35 | -3 | -2 | 15
23 | CCS(=O)(=O)Nc1ccc2c(c1)C(=O)N(C)C[C@@H](OC)[C@H](C)CN(C(=O)NC(C)C)[C@H](C)CO2 | -10 | 14 | 3 | 0
24 | C[C@@H]1CN([C@@H](C)CO)S(=O)(=O)c2ccc(-c3ccc(C(=O)N(C)C)cc3)cc2O[C@@H]1CN(C)C(=O)Cc1ccccn1 | -3 | -4 | 1 | nt

cpd | ERAP1 inh | PGC1a acetyl inh | PAX8 reporter | LGR2 antag
13 | 5 | nt | -22 | -3
14 | nt | 2 | 0 | -1
15 | -2 | 16 | -9 | 13
16 | 1 | 10 | -10 | -4
17 | 3 | nt | 11 | -5
18 | -6 | 34 | nt | -1
19 | -1 | -5 | 40 | 9
20 | nt | -19 | 27 | nt
21 | 0 | 6 | -2 | 1
22 | 1 | nt | 27 | -6
23 | -1 | -4 | nt | -17
24 | -3 | 2 | -12 | -7

The list goes on.
cpd | Compound | EWS-Fli block | S100A4 MyoIIA | PglD inh | FN deposit inh
25 | COc1cccc(O)c1CN1CCC(n2nccc2NC(=O)c2ccc3c(c2)OCO3)CC1 | 7 | -8 | 2 | 0
26 | COc1ccc(NC(=O)N(C)C[C@H]2OCCCC[C@@H](C)Oc3ccc(N(C)C)cc3C(=O)N([C@@H](C)CO)C[C@@H]2C)cc1 | -2 | -5 | 0 | nt
27 | O=C1NC[C@H](CCCCN2C[C@H](Cc3ccccc3)N(CCC3CCCCC3)C(=O)C2=O)N(CCC2CCCCC2)C1=O | 3 | -2 | nt | -4
28 | C[C@H](O)C#Cc1cnc2c(c1)C(=O)N([C@H](C)CO)C[C@@H](C)[C@H](CN(C)Cc1cncnc1)O2 | -3 | 3 | 4 | nt
29 | Cc1cccc(OCc2nnc(SCC(=O)N3CCCC3)n2C)c1 | nt | nt | 3 | -2
30 | COc1ccc(Nc2nc3ccccc3c(=O)[nH]2)cc1 | -11 | -13 | -4 | 2
31 | O=[N+]([O-])c1cc([N+](=O)[O-])c(Oc2cccc3c2CCCC3)cc1NN1CCCCC1 | 0 | -2 | 3 | -4
32 | C[C@@H]1CCCCO[C@H](CN(C)S(=O)(=O)c2cccs2)[C@H](C)CN([C@@H](C)CO)C(=O)c2cc(NC(=O)NC3CCCCC3)ccc2O1 | 18&9 | 0 | 6&3 | 4
33 | CC(C)CC#Cc1ccc2c(c1)O[C@H](CN(C)C(=O)C1CCCCC1)[C@@H](C)CN([C@H](C)CO)S2(=O)=O | 22 | -3 | -1 | -9
34 | COc1ccc(S(=O)(=O)Nc2ccc3cn[nH]c3c2)cc1[N+](=O)[O-] | 3 | 4 | -2 | 1
35 | O=C(CCNC(=O)c1ccco1)Nc1nc(-c2ccccc2)cs1 | -18 | -12 | -3 | 1
36 | COc1ccccc1-c1ccccc1[C@H]1[C@@H](CO)N(C(=O)CN(C)C)[C@H]1C#N | 1 | 9 | nt | -1

cpd | ERAP1 inh | PGC1a acetyl inh | PAX8 reporter | LGR2 antag
25 | -5 | -2 | 8 | 0
26 | 2 | 2 | 3 | -4
27 | nt | nt | 1 | 5
28 | -1 | -15 | 7 | -12
29 | nt | 2 | 0 | nt
30 | 4 | -2 | -61 | -4
31 | -1 | nt | -23 | -12
32 | -3 | 5&-9 | 52&23 | -1
33 | -1 | 11 | nt | 11
34 | 3 | -3 | 19 | 10
35 | 1 | -2 | -100 | -7
36 | -4 | 7 | -4 | 13

More entries follow.
cpd | Compound | EWS-Fli block | S100A4 MyoIIA | PglD inh | FN deposit inh
37 | Cc1ccc(CNC(=O)CCNC(=O)c2ccc(Br)o2)cc1 | nt | nt | -3 | -5
38 | COc1ccccc1NC(=O)c1ccc(N2CC3CC(C2)c2cccc(=O)n2C3)c(NC(=O)c2ccncc2)c1 (stereo not given) | 7 | -4 | -2 | 11
39 | Cc1ccc(NC(=O)CC2Oc3ccccc3NC2=O)c(C)c1 (stereo not given) | 3 | -1 | 3 | -1
40 | O=C(Cc1ccc(S(=O)(=O)N2CCOCC2)s1)N(Cc1ccccc1)c1ccccc1 | 17 | -3 | -4 | -4
41 | CC(C)(C)OC(=O)C[C@H]1C/C=C\C[C@@H](CC(=O)N[C@H](CO)Cc2ccccc2)C(=O)NC[C@H](c2ccccc2)OC1=O | 13 | -1 | 0 | 3
42 | C[C@H]1CN([C@@H](C)CO)C(=O)Cc2cc(NC(=O)CCCCCC(=O)Nc3ccccc3N)ccc2O[C@@H]1CN(C)Cc1ccc(-c2ccccc2)cc1 | -16 | 0 | 0 | nt
43 | Nc1cc(C(=O)OCC(=O)c2ccc(CC(=O)N3CCOCC3)s2)ccc1Cl | 3 | 5 | -1 | 1
44 | CCOC(=O)C1(CC2CCCCO2)CCN(C(=O)Nc2ccccc2CC)CC1 (stereo not given) | -12 | 5 | nt | -2
45 | C[C@@H]1CN([C@@H](C)CO)C(=O)c2cc(NC(=O)c3ccccc3)ccc2O[C@@H](C)CCCCO[C@@H]1CN(C)C(=O)C1CCCCC1 | 0 | -2 | -1 | nt
46 | Cc1cc(C)c(S(=O)(=O)Nc2ccc3c(c2)CCC3)c(C)c1 | 3 | -4 | nt | -2
47 | CN1CCN(CC(=O)Nc2ccccc2[N+](=O)[O-])CC1 | nt | nt | -7 | -4
48 | CO[C@@H]1CN(C)C(=O)c2ccc(NC(C)=O)cc2OC[C@@H](C)N(Cc2cccc(F)c2)C[C@H]1C | 0 | -9 | 10 | 1

cpd | ERAP1 inh | PGC1a acetyl inh | PAX8 reporter | LGR2 antag
37 | nt | 3 | nt | 0
38 | 0 | 7 | 6 | 15
39 | -3 | -7 | 3 | 2
40 | 5 | -7 | 22 | -7
41 | -1 | nt | 20 | -4
42 | 2 | -7 | -2 | -17
43 | -3 | 6 | 7 | -3
44 | -2 | nt | 8 | -20
45 | 0 | 2 | nt | -6
46 | 0 | nt | 12 | 22
47 | nt | 7 | 16 | -3
48 | -4 | -12 | -4 | 12

Next part:
cpd | Compound | EWS-Fli block | S100A4 MyoIIA | PglD inh | FN deposit inh
49 | N#Cc1ccc(-c2ccc3c(c2)[C@H]2[C@H](CCN2Cc2ccc4c(c2)OCO4)[C@@H](CO)N3)cc1 | 18 | 19 | 6 | 9
50 | CC(=O)Nc1cccc(NC(=O)/C=C/c2ccc(S(=O)(=O)N3CCOCC3)cc2)c1 | 0 | 0 | nt | -1
51 | CN(C)C(=O)CSc1nnc(-c2ccco2)n1-c1ccccc1 | 3 | -13 | -4 | 0
52 | C[C@@H]1CN([C@H](C)CO)C(=O)c2ccccc2-c2ccccc2CO[C@@H]1CN(C)S(=O)(=O)c1cn(C)cn1 | 5 | 28 | 2 | -22

cpd | ERAP1 inh | PGC1a acetyl inh | PAX8 reporter | LGR2 antag
49 | -3 | -7 | 4 | 0
50 | -3 | 1 | 18 | 3
51 | -2 | nt | -10 | 1
52 | -2 | 1 | -5 | -7
